Source: PubChem (several laboratories)
GLD-1 TGE inh = GLD-1/TGE RNA complex disruptors, primary screen, biochemical, fluorescence polarization. Female germline-specific tumor suppressor gld-1 (Caenorhabditis elegans), Q17339. purified GLD-1 + fluorescein TGE RNA. inhibition, % at 5.96 µM. 0.44% of 320,000 active. AID 2280, 2010;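 active = percent inhibition above a per-plate cutoff, the plate mean of test compounds plus 3 SD, cut at about 30% in these data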;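 note: 0% = DMSO wells with GLD-1 and probe and 100% = wells lacking GLD-1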
MCL1 BIM primary = inhibitors of MCL1 binding to BIM-BH3, primary screen, biochemical, fluorescence polarization; 0.68% of 320,000 active; inhibition, % at 10.9 µM; GST-MCL1 / FITC-Bim-BH3 fluorescence polarization; Induced myeloid leukemia cell differentiation protein Mcl-1 (Homo sapiens), Q07820;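 active = inhibition above the mean inhibition of all tested compounds plus 3 SD, set per campaign, cut at about 40% in these data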;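 note: 0% = DMSO wells and 100% = unlabeled Bim-BH3 peptide control; higher means more loss of mP so more displacement of Bim peptide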
Target sequence (Q07820 whole entry, looked up): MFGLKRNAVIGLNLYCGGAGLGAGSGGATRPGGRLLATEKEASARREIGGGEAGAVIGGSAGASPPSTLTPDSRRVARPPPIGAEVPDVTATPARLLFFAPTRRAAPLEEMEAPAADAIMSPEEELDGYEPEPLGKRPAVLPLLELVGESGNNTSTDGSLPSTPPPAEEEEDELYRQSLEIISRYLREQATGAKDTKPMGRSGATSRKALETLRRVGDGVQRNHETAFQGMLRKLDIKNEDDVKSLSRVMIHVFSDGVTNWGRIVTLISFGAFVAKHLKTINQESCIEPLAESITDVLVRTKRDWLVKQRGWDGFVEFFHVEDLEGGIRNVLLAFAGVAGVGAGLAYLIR
MEX-5 binding = MEX-5 zinc finger RNA-binding disruptors – biochemical, C. elegans, fluorescence polarization, MLPCN library, primary screen; MEX-5/FITC-TCR2 RNA binding; stronger effect = lower value; AID 1832, 2009; 0.38% of 300,000 active; activity score (negative = inhibition of binding), % at 10 µM;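 active = inhibition past about -25% in most replicates, and total fluorescence under double the plate's negative control median, limit read from the data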;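 note: 0% = DMSO and -100% = 5 µM competing unlabeled TCR2 RNA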
Target sequence (Q9XUB2 whole entry, looked up): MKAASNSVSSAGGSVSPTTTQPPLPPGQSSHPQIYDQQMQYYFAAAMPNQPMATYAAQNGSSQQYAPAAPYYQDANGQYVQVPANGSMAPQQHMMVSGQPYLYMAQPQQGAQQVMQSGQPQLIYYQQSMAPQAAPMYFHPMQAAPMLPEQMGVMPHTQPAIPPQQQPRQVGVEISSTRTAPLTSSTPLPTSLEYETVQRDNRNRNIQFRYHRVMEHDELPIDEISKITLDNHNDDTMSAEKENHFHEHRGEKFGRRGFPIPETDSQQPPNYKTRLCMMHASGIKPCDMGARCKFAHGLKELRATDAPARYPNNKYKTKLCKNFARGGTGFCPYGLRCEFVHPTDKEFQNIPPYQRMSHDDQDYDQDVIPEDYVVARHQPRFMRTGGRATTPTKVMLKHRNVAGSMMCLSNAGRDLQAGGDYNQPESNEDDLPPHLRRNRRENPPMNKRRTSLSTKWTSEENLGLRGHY
BCLXL inh = inhibitors of human Bcl-xL, primary screen, biochemical, fluorescence polarization, HTS; inhibition, % at 10.9 µM; GST-Bcl-xL / FITC-Bim BH3 peptide fluorescence polarization; AID 2129, 2009; 0.7% of 320,000 active;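 active = inhibition above the mean of all tested compounds plus 3 SD, cutoff set per campaign, cut at about 30% in these data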;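 note: 0% = DMSO wells and 100% = unlabeled Bim-BH3 peptide competitor; inhibitors lower millipolarization by displacing the labeled peptide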
Target sequence (Q07817 whole entry, looked up): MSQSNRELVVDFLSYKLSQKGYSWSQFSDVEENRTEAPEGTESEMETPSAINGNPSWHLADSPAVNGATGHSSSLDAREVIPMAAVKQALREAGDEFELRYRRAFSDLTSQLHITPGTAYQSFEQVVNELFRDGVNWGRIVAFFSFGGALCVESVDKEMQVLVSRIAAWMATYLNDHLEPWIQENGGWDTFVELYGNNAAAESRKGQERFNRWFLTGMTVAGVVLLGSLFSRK
Fam108B inh = mouse Fam108B serine hydrolase inhibitors, primary screen, counter-screen for RBBP9 inhibitor project, biochemical, fluorescence polarization; recombinant Fam108B, FP-Rh probe fluorescence polarization; inhibition, % at 9.51 µM; 0.33% of 300,000 active;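 active = inhibition above the screen mean inhibition plus 3 SD, computed separately per campaign, cut at about 18% in these data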;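 note: inhibitors lower polarization as less probe binds the enzyme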
pPAFAH FP inh = pPAFAH enzyme inhibitors, primary screen, biochemical, fluorescence polarization, human; AID 463082, 2010; 1.5% of 330,000 active; recombinant pPAFAH, FP-rhodamine probe fluorescence polarization; inhibition, % at 3.39 µM;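 active = inhibition above the mean inhibition across the screen plus 3 SD, cut at about 25% in these data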;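 note: inhibitors block binding of the rhodamine activity-based probe so polarization drops; 0% = enzyme with DMSO and 100% = wells lacking pPAFAH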
PAFAH1B2 FP inh = PAFAH1B2 enzyme inhibitors, primary screen, biochemical, fluorescence polarization, human | Platelet-activating factor acetylhydrolase IB subunit alpha2 (Homo sapiens), P68402 | recombinant PAFAH1B2, FP-rhodamine activity probe | inhibition, % at 3.39 µM | 1.2% of 340,000 active | AID 492953, 2010;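 active = inhibition above the mean of all tested compounds plus 3 SD, cut at about 24% in these data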;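 note: 0% = enzyme with DMSO and 100% = wells lacking PAFAH1B2; many of its hits are not listed in these tables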
PME-1 inh = PME-1 inhibitors via competitive probe labeling, primary screen, biochemical, fluorescence polarization, FP-Rh probe, HTS. Protein phosphatase methylesterase 1 (Homo sapiens), Q9Y570. recombinant PME-1. inhibition, % at 5.9 µM. 0.53% of 320,000 active;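 active = inhibition above the campaign mean of all compounds plus 3 SD, cut at about 26% in these data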;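 note: competitive labeling of PME-1 active site by serine hydrolase directed probe; 0% = PME-1 with DMSO and 100% = wells lacking PME-1 enzyme; inhibitors block probe labeling so polarization falls and inhibition rises; many of its hits are not listed in these tables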
AHR activator = AHR activators, primary screen, cell-based, luminescence, luciferase reporter, human. activation, % at 5 µM. AHR-responsive luciferase reporter cells. AID 2796, 2010. 2.5% of 320,000 active. Aryl hydrocarbon receptor (Homo sapiens), P35869; in the data active = activation above about 47%;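 note: 0% = vehicle wells and 100% = reference agonist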
An asterisk follows results filed as active; x = not tested or not shown.

Under each structure – GLD-1 TGE inh | MCL1 BIM primary | MEX-5 binding | BCLXL inh | Fam108B inh | pPAFAH FP inh | PAFAH1B2 FP inh | PME-1 inh | AHR activator
- COC(C(=O)N1CCC(CCC(=O)Nc2ccccc2)CC1)c1ccccc1 (stereo not given)
    6 | 6 | 0.8 | 3 | 0 | 0 | 1 | 3 | 2
- CCCN(CCC)C(=O)c1cn(CC)c2ccc(S(=O)(=O)N3CCCCC3)cc2c1=O
    4 | 3 | 1.9 | -1 | 2 | 5 | 4 | 0 | 3
- CC(C)CCN1CCN(Cc2cnc(-c3ccccc3)s2)CC1CCO (stereo not given)
    -2 | 3 | -0.5 | 4 | -6 | -8 | -1 | -6 | 8
- CCc1ccc(N(CC(=O)NCCc2ccccc2)C(=O)CCC(=O)Nc2ccccn2)cc1
    -1 | 5 | 2.0 | 5 | -1 | 7 | -4 | 3 | 1
- CC(=O)Nc1ccc(C(=O)COC(=O)CN2C(=O)NC3(CCCCC3C)C2=O)cc1 (stereo not given)
    1 | 2 | x | 2 | x | 1 | 0 | 3 | 0
- COc1ccc(-c2nnc(NC(=O)c3cc(Cl)ccc3Cl)o2)cc1
    1 | 4 | 2.1 | 0 | -1 | 1 | 8 | -5 | 6
- CCOC(=O)COc1ccc(S(=O)(=O)Nc2cccc(SC)c2)cc1
    1 | 0 | -0.2 | -2 | 1 | 4 | 3 | 2 | -1
- Cc1ccc(C(=O)N[C@H](C(=O)Nc2ccc(F)cc2)C(C)C)cc1
    -8 | 4 | 0.3 | 3 | 2 | -10 | 1 | -10 | 2
- Cc1ccc2cc3cc(C(=O)NCCN4CCOCC4)oc3nc2c1
    9 | 10 | 0.1 | 8 | 7 | 4 | 3 | 2 | 30
- O=C(/C=C/c1cn(-c2ccccc2)nc1-c1ccccc1)Nc1ccc(C(=O)O)cc1
    0 | 2 | -2.2 | 10 | -30 | -41 | -21 | -68 | 4
- CN(C)c1cccc2c(S(=O)(=O)N3CCCC3)cccc12
    1 | 6 | 1.9 | 6 | 4 | 2 | 1 | 0 | 8
- CCOC(=O)c1c(C(F)(F)F)cc(-c2ccc(F)cc2)nc1C
    4 | 6 | -0.8 | 7 | -2 | 2 | 13 | 1 | 8
- COc1cccc2cc(-c3cc(=O)oc4cc(C)c(O)cc34)oc12
    2 | -4 | -2.4 | 1 | -2 | 1 | -1 | 0 | 24
- O=C(Nc1ccc(Cl)cc1)c1cc(S(=O)(=O)N2CCOCC2)cs1
    3 | -1 | 0.4 | 5 | -4 | 8 | 0 | -1 | 11
- O=C(NC1CCCC1)C(c1ccncc1)N(C(=O)c1ccco1)c1ccc(Cl)cc1 (stereo not given)
    1 | 7 | -0.5 | 3 | 0 | 0 | 1 | -8 | 10
- COc1ccccc1NS(=O)(=O)c1ccc(O)c(C(=O)OCC(=O)Nc2ccccc2F)c1
    0 | -5 | 0.3 | -1 | 1 | 3 | 7 | 0 | -1
- COc1cccc(/C=N/NC(=O)c2cccc3ccccc23)c1OC
    0 | 9 | 1.1 | 1 | -3 | -2 | 2 | -5 | 10
- CC1Cc2ccccc2N1C(=S)NC(=O)C1(C)CC1(Cl)Cl (stereo not given)
    3 | 2 | 1.1 | 7 | 4 | 0 | 10 | -2 | 8
- C/C(=N\NC(=O)c1ccc(F)cc1)c1cccc(NC(=O)c2ccco2)c1
    0 | 10 | 0.8 | 4 | -2 | -4 | -3 | -10 | 11
- Cc1ccc(S(=O)(=O)c2cc(OC(=O)c3ccco3)ccc2OC(=O)c2ccco2)cc1
    8 | 0 | 1.4 | -4 | -2 | 0 | 3 | 5 | 4
- Cc1nc(-c2ccc(Cl)cc2)sc1C1(C)CC(c2cccnc2)=NO1 (stereo not given)
    8 | 5 | -3.1 | 4 | 4 | -4 | -1 | -4 | 16
- O=C1CC(c2nc3ccccc3[nH]2)CN1c1ccccc1F (stereo not given)
    -5 | 7 | -0.5 | -1 | -3 | 0 | 5 | -6 | 4
- O=C1c2cccc3cc([N+](=O)[O-])cc(c23)C(=O)N1c1ccccc1O
    -2 | 2 | 0.8 | 4 | 0 | 1 | 6 | 3 | 2
- COc1ccccc1N(/N=C1\Sc2ccccc2C1=O)C(C)=O
    2 | -3 | 1.7 | 6 | 6 | 11 | 10 | 0 | 39
- CCOc1ccc(Nc2nc(N)c([N+](=O)[O-])c(N3CCN(CC)CC3)n2)cc1
    4 | 3 | -0.5 | 1 | 3 | 4 | 7 | -5 | 19
- CCCCNC(=O)NC1C(NC(=O)NCCCC)N(C)C(=O)N1C (stereo not given)
    3 | -1 | 1.1 | -1 | 3 | 5 | 3 | -5 | 25
- O=C(COc1ccccc1)N1CCCC1
    -12 | -20 | -2.0 | -14 | -10 | -4 | 2 | -5 | 6
- COc1ccc(NC(=O)CSc2nnc(CNC(=O)c3ccco3)o2)c(OC)c1
    1 | 3 | 0.8 | 1 | 1 | -3 | 3 | 2 | 3
- Cc1cc(NC(=O)CSc2nc3c(c(=O)n2CCc2ccccc2)SC(C)C3)no1 (stereo not given)
    -5 | 0 | -0.4 | 31* | -3 | 3 | 1 | -1 | -2
- Cn1c(=O)c2c(nc(SCC(=O)O)n2Cc2cc3c(cc2Cl)OCO3)n(C)c1=O
    -1 | -52 | 0.5 | -45 | -1 | 5 | 0 | 3 | 1
- c1csc(-c2nc3ccccn3c2NC2CCCCC2)c1
    7 | -3 | 1.5 | -2 | -1 | 7 | 6 | -8 | 1
- Cc1ccc(N(CC(=O)NC2CCCCC2)C(=O)CCCC(=O)Nc2ccccn2)c(C)c1
    1 | 1 | -2.7 | 2 | -4 | 7 | 1 | -2 | -2
- CCc1ccccc1Cn1c(=O)oc2cccnc21
    3 | 7 | -1.5 | 1 | 0 | -2 | 0 | 1 | -1
- COc1cc(NC(=O)c2ccc(S(=O)(=O)N(C)c3ccccc3)cc2)cc(OC)c1
    13 | x | x | x | x | -7 | -12 | x | 11
- COc1ccccc1/C=C1\CCC(C2CCCC2)C1=O (stereo not given)
    5 | -5 | 0.0 | 1 | 0 | 1 | 5 | -7 | 14
- C=CCn1c(SCC(=O)Nc2cccnc2Cl)nnc1-c1ccc(C(C)(C)C)cc1
    5 | -4 | 0.3 | -8 | 1 | 9 | 7 | -5 | 0
- CN1CCN(S(=O)(=O)c2ccc(Br)s2)CC1
    3 | 3 | -2.5 | 4 | -2 | 1 | 14 | -3 | -4
- N#C/C(=N\Nc1ccc(F)cc1)C(=N)N1CCCCC1
    7 | -2 | 0.9 | 3 | 2 | 2 | 6 | -1 | 4
- CC(=O)[C@@]12O[C@@H]1C[C@H]1[C@@H]3CC[C@H]4C[C@@H](O)CC[C@]4(C)[C@H]3CC[C@@]12C
    -42 | 5 | 2.2 | 3 | -5 | -11 | 4 | -11 | 1
- O=C(Nc1cccc2c1CCCC2)C1CCN(C(=O)NC2CCCCC2)CC1
    4 | 8 | 1.7 | 4 | 3 | 3 | 2 | 3 | 0
- O=C(c1ccccc1Cl)N1CCC(N2CCC(C(=O)N3CCCC3)CC2)CC1
    -6 | 4 | -0.8 | 4 | 0 | 4 | -11 | -11 | 1
- CCOC(=O)c1c(C)c(C(=O)NCC2CCCO2)c(C)n1CC (stereo not given)
    4 | -2 | 0.3 | 4 | -8 | 4 | 6 | -2 | 4
- COc1ccc(C(=O)C2CCCN(C(=O)c3cccc(Cn4cccn4)c3)C2)cc1F (stereo not given)
    -4 | -6 | 0.8 | 7 | 1 | 3 | -5 | 9 | 1
- COc1cccc(OC)c1C(=O)NNC(=O)c1cccc(COc2ccc3c(c2)CCC3)c1
    5 | -1 | -4.3 | 0 | -3 | 20 | 0 | -8 | -5
- CC(=O)c1ccc(OC(=O)c2ccc(Br)o2)cc1
    -6 | 1 | 0.1 | -7 | 0 | 3 | -3 | -13 | -2
- CCN(CC(=O)Nc1ccc2c(c1)OCCO2)C(=O)CCOc1ccccc1
    0 | 5 | x | 4 | x | -1 | 0 | -4 | 1
- CC1CCCN(S(=O)(=O)c2ccccc2[N+](=O)[O-])C1 (stereo not given)
    11 | 2 | 1.0 | 6 | 4 | -2 | -1 | -1 | 2
- Cc1cccc(N2C(=O)c3cccc(Oc4ccc(Cl)cc4)c3C2=O)c1
    2 | 3 | 1.5 | 7 | -1 | 6 | -6 | -6 | 0
- CC1=C(C)CC(C(=O)Nc2ccc(C(N)=O)cc2)C(C(=O)O)C1 (stereo not given)
    1 | -3 | -0.8 | 5 | -1 | 4 | 0 | -7 | -2
- Cc1ccc(NC(=O)C2CCCN2S(=O)(=O)c2ccc(F)cc2)c(C)c1 (stereo not given)
    -2 | 6 | -1.6 | 4 | 2 | 3 | 5 | 1 | 8
- NNC(=O)c1[nH]c2ccc(Br)cc2c1-c1ccccc1
    3 | 4 | -2.8 | 2 | -11 | 7 | -3 | -12 | 4
- Cc1ccc(C(=O)NCCC(=O)N2CCOCC2)cc1
    -5 | 5 | 0.8 | 5 | 0 | -6 | -3 | -4 | 19
- COC(=O)c1ccc(NC(=O)c2c(C(=O)Nc3ccccc3)sc3nc(C)cc(=O)n23)cc1
    4 | -5 | -2.3 | -9 | -30 | -5 | -12 | -31 | 0
- CCCCN(C(=O)NC(=O)Nc1ccccc1OCC)S(C)(=O)=O
    5 | 7 | -0.7 | 7 | -1 | 13 | -3 | 4 | 39
- O=C(Cn1ncc2c3ccccc3n(Cc3ccccc3F)c2c1=O)NCCN1CCOCC1
    0 | 2 | 1.0 | 3 | 4 | 5 | 3 | -5 | 0
- Cc1noc(C)c1C(=O)N1CCCC(Nc2ccc(C(C)C)cc2)C1 (stereo not given)
    -6 | 5 | 2.3 | 4 | 2 | -2 | 7 | -5 | 3
- Cc1ccc(NC(=O)C(=O)NCCN2CCN(C(=O)C(c3ccccc3)c3ccccc3)CC2)cc1
    4 | 0 | -1.7 | 5 | 2 | -2 | 4 | -2 | -1
- O=C(Cc1cccc(NC(=O)C2CCN(C(=O)C3CCC3)CC2)c1)Nc1cccc(C(=O)N2CCCC2)c1
    -2 | -4 | x | 2 | x | 1 | 3 | 1 | 0
- CCC(Oc1ccccc1)C(=O)Nc1nc2ccccc2[nH]1 (stereo not given)
    2 | 8 | -0.7 | 5 | 0 | 3 | 3 | -14 | 26

Not all compounds are listed; the hit share may differ from the screen's.
